# bCat KO growth: primary screen for growth suppressors in beta-catenin knockout HCT116 cells (colon tumor, human). 1.5% of 140,000 active. HCT116 beta-catenin knockout viability, CellTiter-Glo, 60 h; hits give low values. viability, % at 10 µM;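 active = viability at or under a set limit, the compound median less 4 SD, cut at about 6% in these data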;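 note: 0% = Hyamine 1622 control at 20 µM and 100% = untreated cell control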
# NPY Y2 blocker: NPY-Y2 receptor antagonists, primary screen, cell-based; NPY-Y2 expressing cells, antagonist mode; Neuropeptide Y receptor type 2 (Homo sapiens), P49146; inhibition, % at 2.7 µM; AID 793, 2007; 0.99% of 140,000 active; in the data active = inhibition above about 17%;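 note: 0% = vehicle with agonist challenge and 100% = reference antagonist with challenge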
# Target sequence (P49146 whole entry, looked up): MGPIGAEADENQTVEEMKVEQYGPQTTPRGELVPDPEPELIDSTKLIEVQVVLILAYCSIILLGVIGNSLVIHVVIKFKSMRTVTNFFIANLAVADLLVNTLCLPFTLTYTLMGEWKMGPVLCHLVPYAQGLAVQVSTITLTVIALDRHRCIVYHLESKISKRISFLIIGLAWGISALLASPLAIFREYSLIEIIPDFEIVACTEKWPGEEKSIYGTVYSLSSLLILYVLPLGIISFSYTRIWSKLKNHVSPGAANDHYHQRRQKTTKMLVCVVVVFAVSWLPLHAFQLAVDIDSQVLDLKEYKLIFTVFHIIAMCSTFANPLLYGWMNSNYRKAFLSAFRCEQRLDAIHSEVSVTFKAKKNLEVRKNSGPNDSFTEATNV
# GALR2 antag: GALR2 antagonists in receptor-expressing cells, primary screen; Galanin receptor type 2 (Homo sapiens), O43603; antagonist mode; 0.39% of 140,000 active; inhibition, % at 4 µM; in the data active = inhibition above about 27%;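 note: cells stimulated with galanin 1-16 at roughly its EC80; 0% = agonist challenge control and 100% = basal control without agonist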
# Target sequence (O43603 whole entry, looked up): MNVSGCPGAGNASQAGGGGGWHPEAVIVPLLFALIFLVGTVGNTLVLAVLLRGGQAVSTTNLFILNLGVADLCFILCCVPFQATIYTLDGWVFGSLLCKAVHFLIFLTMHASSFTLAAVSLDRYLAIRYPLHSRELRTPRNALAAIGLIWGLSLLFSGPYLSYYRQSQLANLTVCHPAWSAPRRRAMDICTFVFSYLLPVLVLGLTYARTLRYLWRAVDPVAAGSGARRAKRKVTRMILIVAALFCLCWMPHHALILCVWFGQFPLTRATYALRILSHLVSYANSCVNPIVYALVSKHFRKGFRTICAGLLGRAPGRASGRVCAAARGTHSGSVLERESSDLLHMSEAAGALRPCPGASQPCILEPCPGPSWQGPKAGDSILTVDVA
# Phagocyt inh: inhibitors of macrophage phagocytosis, primary screen, imaging, J774A.1 cells, IgG beads | J774A.1 macrophage IgG-bead phagocytosis | inhibition, % at 5 µM | 0.07% of 110,000 active;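 active = inhibition above the mean of the plate negative controls plus 5 SD, cut at about 13% in these data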;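 note: phagocytic index as fraction of beads internalized from green versus red external bead signal; plate controls were DMSO negative control for no effect and cytochalasin-D positive control for full effect; some results beyond the cut were filed as inactive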
# E-sel TNF inh: E-selectin induction blockers in HUVEC – imaging, immunofluorescence, high content, primary screen; HUVEC TNFa-induced E-selectin immunofluorescence; inhibition, % at 2 µM; 0.71% of 120,000 active; AID 1246, 2008;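 active = inhibition above the batch mean plus 3 SD, and confirmed as a hit on visual image review, cut at about 43% in these data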;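 note: 0% = TNF-stimulated DMSO wells and 100% = unstimulated control wells; not every result past the cut was called active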
# HCT116 PTEN-null: growth suppression of PTEN-null HCT116, primary screen, cell-based, CellTiter-Glo; AID 827, 2007; HCT116 PTEN-null viability, 60 h; hits give low values; 1.2% of 140,000 active; viability, % at 10 µM;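 active = viability at or below a set limit, 4 SD under the median of all tested compounds, cut at about 3.7% in these data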;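 note: PTEN knockout HCT116 line with beta catenin targeted HCT116 as companion control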
# BB579 growth dn: growth inhibitors of yeast BB579 in restrictive medium, primary screen, yeast lifespan-shortening project, S. cerevisiae | OD615, 48 h | inhibition, % at 10 µM | 0.51% of 140,000 active;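 active = inhibition above a set limit, 3 SD over the mean compound inhibition, cut at about 44% in these data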; note: inactives centre near -24
#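 Test system: S. cerevisiae DeaD strain BB579 yeast; Medium: restrictive CSMM-D medium; Compound: one dose, 10 µM compound with 0.25% DMSO; Incubation: 4 h cell preincubation, 48 h compound exposure, 30 °C humidified; Signal: OD at 615 nm; Benchmarks: amphotericin B at 10 µg/mL as positive control.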
# Yeast life ext: compounds extending yeast replicative lifespan, primary screen, S. cerevisiae, OD615 | inhibition of the nicotinamide effect, % at 10 µM | 0.68% of 130,000 active | AID 775, 2007 | S. cerevisiae growth with nicotinamide; deaD strain in restrictive glucose medium;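 active = inhibition above a set limit, placed 3 SD over the median of all compounds, cut at about 26% in these data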;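 note: 0% = nicotinamide-treated wells and 100% = cells grown without nicotinamide; some compounds called inactive have numbers as strong as hits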
#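 Test system – modified budding yeast, DeaD strain · Compound – single dose 10 µM compound, 0.25% DMSO · Times – culture preincubation 4 h, compound exposure 48 h, both 30 °C · Detection – optical density (absorbance) at 615 nm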
# MRP1 act: H69AR viability gain despite doxorubicin, primary screen, MRP-1 activator project, H69AR cells, CellTiter-Glo | AID 799, 2007 | 0.61% of 140,000 active | viability increase, % at 10 µM | viability rescue;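 active = viability gain under doxorubicin at or above a set limit, the compound median plus 3 SD, cut at about 4.7% in these data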;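 note: MRP-1 overexpressing cells given doxorubicin 25 µM after compound pretreatment; 18-22 h compound pretreatment then 72 h with doxorubicin before readout; 0% = doxorubicin-only wells and 100% = vehicle-treated cells without doxorubicin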
# Measles CPE: compounds protecting cells from measles virus cytopathic effect, primary screen, measles RdRp inhibitor project, single point, MLSMR library, absorbance; Measles virus-infected cells, CPE protection; 1.5% of 140,000 active; AID 841, 2007; protection (pct of control), % at 4 µM; in the data active = protection mostly above about 24%, no sharp cut-off; inactive = mostly below about 26%; note: some compounds called inactive have numbers as strong as hits
# * hit, by the source's call; x = no result given; & = joins results of further samples.
SMILES,bCat KO growth,NPY Y2 blocker,GALR2 antag,Phagocyt inh,E-sel TNF inh,HCT116 PTEN-null,BB579 growth dn,Yeast life ext,MRP1 act,Measles CPE
CCCCCCCCNC(=O)c1cnccn1,92,1,-9,-1,x,86,-6,8,-2.0,2
COc1ccccc1N1CCN(S(=O)(=O)c2cccc3nsnc23)CC1,68,2,4,-1,2,68,-6,-23,-2.6,15
CC(c1nnc(SCC(=O)c2c(N)n(C)c(=O)n(C)c2=O)n1-c1ccc(Cl)cc1)N(C)C (configuration not stated),106,-4,-1,2,x,104,-73,-5,-0.2,11
Cc1ccc(SC(c2ccccc2)C(Cn2cncn2)C(=O)c2ccccc2)cc1 (configuration not stated),68,5,1,0,24,77,-7,-8,-1.6,6
O=C(Nc1nc2ccc(S(=O)(=O)N3CCCCC3)cc2s1)C1CCCO1 (configuration not stated),55,3,-2,-1,-11,53,-24,0,-3.9,9
Cn1ncc(Cl)c1C(=O)Nc1cccnc1,82,5,-3,x,x,90,-4,-16,-1.2,2
Cc1nc2cc(C(F)(F)F)ccc2n1C1CCN(C(=O)N2CCOCC2)CC1,90,1,-6,0,-4,92,-19,-6,-2.3,16
CCCCN(C(=O)CSc1cc(C)c2ccccc2n1)c1c(N)n(Cc2ccccc2)c(=O)[nH]c1=O,88,14,-8,-6,14,91,-35,8,-2.3,14
Cc1ccc(C(=O)Nc2ccc3cn[nH]c3c2)cc1S(=O)(=O)N1CCCCC1,73,2,0,-1,16,61,0,-7,-3.7,1
Cc1nc2ccc(CCO)cc2s1,94,1,-11,x,32,98,-16,-11,-0.6,4
CCOC(=O)c1ccc(NC(=O)CN(C)S(=O)(=O)c2ccc(Br)s2)cc1,99,0,-14,-2,-5,85,-12,9,-1.5,3
O=C(NCCN1CCOCC1)[C@H](Cc1ccccc1)N1C(=O)c2ccccc2C1=O,92,0,9,0,-32,117,11,-7,0.6,9
Cc1ccc(C(=O)N/N=c2\sc3ccccc3n2C)cc1,75,0,-3,-8,x,75,7,-5,4.4,27
CCc1ccc2oc(-c3cccc(NC(=O)c4cccnc4)c3)nc2c1,44,-1,-1,0,x,34,-12,-8,-2.6,8
COc1ccc(CCN(C(=O)c2ccccc2)C2=CC3CCC(C2)N3C)cc1OC (configuration not stated),94,4,-11,1,-4,98,14,-11,-1.2,10
CCOc1ccc(-c2ccc(SCC(=O)N3CCN(c4ccccc4)CC3)nn2)cc1,76,3,-4,-4,-37,75,3,-2,-0.7,6
CCC1CCCCN1C(=O)c1cc2cc(Br)ccc2oc1=O (configuration not stated),99,1,1,0,-14,93,-6,-5,-2.5,9
CC1CCN(CCCCOc2ccc([N+](=O)[O-])cc2)CC1,89,4,-1,0,24,99,-30,-13,-3.3,12
CCOC(=O)C1CCCN(c2c(Nc3cccc(C)c3)c(=O)c2=O)C1 (configuration not stated),97,4,-2,0,x,98,-36,-2,-2.4,4
CC1=C(C(=O)OCC(C)C)C(c2cccc(F)c2)N2C(=O)C(C)SC2=N1 (configuration not stated),90,3,-11,-1,x,89,-43,8,0.6,16
c1ccc(Sc2ncnc3c2oc2ccccc23)nc1,83,4,6,2,x,72,-19,-11,-4.3,32
CCCc1nnc(SCC(=O)N2CCCCC2C)n1CCCOC (configuration not stated),88,-1,6,x,-3,94,-34,-2,-0.7,8
CCOC(=O)c1sc2nc(NC(=O)C3CCCCC3)sc2c1C,81,0,-1,0,x,83,4,-2,-1.7,17
C/C(=N\OCC(=O)N/N=C/c1ccccc1O)c1cccs1,68,4,-7,-3,3,68,-37,-8,4.0,33
CC1(C)Cc2nc3sc4c(=O)n(CC(=O)NCc5ccccc5)cnc4c3cc2CO1,18,3,-1,x,9,24,-17,0,-5.4,0
COc1cc(/C=C/C(=O)OCC(=O)NCc2ccco2)cc(OC)c1OC,98,-1,4,-5,x,99,-17,4,-0.6,14
CCNC(=O)NC(=O)C(C)Sc1nc2ccccc2n1CC(C)C (configuration not stated),90,4,-3,-2,-27,84,7,-14,-2.2,3
Cc1cccc(NS(=O)(=O)c2ccccc2)n1,106,1,17,-1,-10,93,1,-21,-1.3,3
CC(=O)N1CCN(C(=O)CC2OC(=O)c3ccccc32)CC1 (configuration not stated),65,-1,6,-2,-22,70,0,1,-4.7,23
CCOCCCNC(=S)NNC(=O)CCn1nc(C)c(Br)c1C,94,1,-19,1,-10,92,-26,-9,-1.2,39*
COC1=C(Nc2ccc(OC)cc2)C(=O)c2ccccc2C1=O,30,-4,13,x,x,34,7,21,-4.3,5
CC1(C)Oc2ccc3ccc(=O)oc3c2C(N2CCCCC2)C1O (configuration not stated),107,-1,-3,2,-9,99,-41,-9,-3.4,5
CCOC(=O)C(O)(NC(=O)c1cccnc1)C(F)(F)F (configuration not stated),80,1,1,1,3,81,-38,-8,0.1,4
CCC(C)(C)NC(=O)c1ccc2c(c1)N(CC(=O)OC)C(=O)C(C)(C)O2,109,2,10,-1,5,102,-29,-18,-0.9,23
Cc1ccc(Nc2c(-c3ccc(N4CCOCC4)cc3)nc3ncccn23)c(C)c1,82,-5,-3,x,12,90,0,4,-0.1,7
CN1CCCCCC1=Nc1ccccc1C#N,102,-2,18,-3,0,100,-17,-10,-0.5,2
Cc1nnc(SCC(=O)Nc2sc3c(c2C(=O)c2ccccc2)CCCC3)s1,78,15,0,-7,x,71,-3,1,-1.2,12
COc1ccccc1OCC(=O)Nc1nnc(-c2ccco2)s1,97,5,-5,3,-33,101&100,-5,-17,1.2,6
Cc1cccc(C(=O)NCc2nnc(SCC(=O)NC(C)c3ccccc3)n2C)c1 (configuration not stated),99,-1,-2,-3,-19,100,1,-6,1.2,7
O=C(NC1(C(F)(F)F)Oc2ccccc2O1)N1CCCC1,70,4,-3,4,-19,75,-22,-2,-4.8,11
O=[N+]([O-])c1ccc(N2CCCC2)cc1NC(c1ccccc1)c1ccccc1,67,4,-15,-1,x,67,-24,3,-3.4,9
CC(C)(C)c1cc(C(=O)N/N=C/c2ccc(F)cc2)n(-c2ccccc2)n1,75,1,-13,0,-28,75,-33,0,-0.6,27
COc1ccc(NC(=O)COC(=O)c2c3c(nc4ccccc24)CCCC3)cc1Cl,11,19*,0,x,0,13,-63,-10,5.3*,0
COc1ccc(/C=C/C(=O)C2C(=O)C=C(C)OC2=O)cc1O (configuration not stated),42,0,3,-9,x,38,-3,44*,-6.2,33
COc1cccc(NC(=O)CSc2nc3c(c(=O)n2C)SC(C)C3)c1 (configuration not stated),102,7,18,0,34,93,23,-8,-2.4,20
CCOC(=O)c1c(C)[nH]c(C(=O)COC(=O)CNC(=O)c2ccc(Cl)cc2)c1C,88,3,-2,-14,x,86,-13,2,2.3,9
COc1ccc(C(=S)N2CCOCC2)cc1OC(=O)c1cc([N+](=O)[O-])c(C)c([N+](=O)[O-])c1,95,0,-1,0,-5,92,-40,-7,-0.9,20
COCCCn1c(SCC(=O)Nc2cccc(C(=O)OC)c2)nnc1-c1ccncc1,97,1,3,0,2,105,-70,0,0.1,15
C=CCNC(=O)c1csc(-c2ccccc2)n1,101,1,1,x,-9,96,9,-12,-0.3,9
CN(C)S(=O)(=O)Oc1ccsc1C(=O)Nc1ccccc1Cl,91,2,-1,x,31,89,-3,-12,-1.2,4
O=C(Nc1scc(-c2cccs2)c1C(=O)O)c1cccs1,93,9,-11,-1,x,94,-10,35*,2.7,11
CCOC(=O)Nc1ccc(NS(=O)(=O)c2ccc(C)cc2)cc1,94,4,-3,0,1,84,-23,-25,-3.7,12
COc1ccc(-n2c(=O)cc(N3CCc4ccccc43)[nH]c2=O)cc1,96,1,-6,x,9,94,-13,x,-1.6,13
Cc1cc(C(=O)OCC(=O)N2CCc3ccccc32)c(C)o1,95,4,1,-2,-29,90,-30,-14,-0.2,7
CCCC(=O)Nc1nc(C)c(-c2csc(Nc3cc(OC)ccc3OC)n2)s1,75,1,-19,-3,-11,61,-59,-33,-4.5,11

# Profiles as entered above. Order of values: bCat KO growth, NPY Y2 blocker, GALR2 antag, Phagocyt inh, E-sel TNF inh, HCT116 PTEN-null, BB579 growth dn, Yeast life ext, MRP1 act, Measles CPE
# Listed for CCCC(=O)Nc1nc(C)c(-c2csc(Nc3cc(OC)ccc3OC)n2)s1 → 75, 1, -19, -3, -11, 61, -59, -33, -4.5, 11
# Listed for CCOC(=O)c1c(C)[nH]c(C(=O)COC(=O)CNC(=O)c2ccc(Cl)cc2)c1C → 88, 3, -2, -14, x, 86, -13, 2, 2.3, 9
# Listed for CC(C)(C)c1cc(C(=O)N/N=C/c2ccc(F)cc2)n(-c2ccccc2)n1 → 75, 1, -13, 0, -28, 75, -33, 0, -0.6, 27

# Reprinted at random: 4 entries already listed.
SMILES,bCat KO growth,NPY Y2 blocker,GALR2 antag,Phagocyt inh,E-sel TNF inh,HCT116 PTEN-null,BB579 growth dn,Yeast life ext,MRP1 act,Measles CPE
C=CCNC(=O)c1csc(-c2ccccc2)n1,101,1,1,x,-9,96,9,-12,-0.3,9
COc1ccc(/C=C/C(=O)C2C(=O)C=C(C)OC2=O)cc1O (configuration not stated),42,0,3,-9,x,38,-3,44*,-6.2,33
COCCCn1c(SCC(=O)Nc2cccc(C(=O)OC)c2)nnc1-c1ccncc1,97,1,3,0,2,105,-70,0,0.1,15
COc1ccc(-n2c(=O)cc(N3CCc4ccccc43)[nH]c2=O)cc1,96,1,-6,x,9,94,-13,x,-1.6,13

# Bioassay records deposited in PubChem BioAssay by several laboratories.
